PLK1 PBD inh – inhibitors of human PLK1 polo-box domain binding; AID 720504; 360,000 compounds, 2.8% hits; Potency, µM, for the others: max response, negative = inhibition, actives largely listed as inhibitors; P53350; Plk1 PBD binding of FITC phosphopeptide, fluorescence polarization; note: potency is the fitted concentration of half-maximal effect; series mostly up to about 57 µM; % is set by controls: 0 for no effect and ±100 for the full control effect; nearly all actives have a fitted effect of over 65% in size
DRD3 agonist – agonists of human D3 dopamine receptor; 410,000 compounds, 0.58% hits; P35462; max activation, %; D3R DiscoveRx beta-arrestin cells, luminescence, 90 min; in the data active = max activation above about 30%; note: 0% is about no effect; mostly tested at two doses, the higher about 12 µM
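Agonist-mode cell screen: cells plated at 1500/well and incubated overnight at 37 °C, then exposed to library compounds for 90 min at 37 °C. Detection reagent was added for 30–60 min at room temperature, and luminescence was read.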
PI5P4K alpha inh – blocks human PI5P4K alpha kinase activity | PI5P4Kalpha enzyme, ADP-Glo luminescence, 60 min; hits give low values | max response, % | P48426 | 330,000 compounds, 1.2% hits; active = max response of -50% or lower; inconclusive = between -30% and -50%; inactive = -30% or higher; note: value at the top dose of about 77 µM; % is set by controls: 0 for no effect and ±100 for the full control effect
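ADP-Glo luminescence end-point after a 60 min room-temperature kinase reaction. PI5P4Kalpha and substrate in HEPES pH 7.4 buffer with EGTA, 0.1% CHAPS and 5% DMSO; ATP at 5 microM final.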
HEK293 tox – cytotoxicity in counter-screen for GLP-1R inverse agonists; HEK293 cAMP-luciferase reporter cells, luminescence, 24 h; Potency, µM (titrated, usually from 38.3 µM), for the others: top-dose activity change, negative = inhibition, most hits filed as inhibitors; 410,000 compounds, 0.13% hits;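 note: loss of luciferase light is scored as toxicity; potency is the fitted concentration of half-maximal effect; % is set by controls: 0 for no effect and ±100 for the full control effect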
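To flag toxic compounds, the library was rerun on cells for 24 hr at 37 deg C and 5% CO2. Viability-linked luminescence was captured 12 min after adding luciferase detection reagent.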
IL-2 act – IL-2 activation. AID 652025. activation, % (series mostly up to about 46 µM). IL-2 activation reporter assay, cell-based qHTS; stimulated with anti-CD3/CD4/CD28 beads; in transgenic mouse T cells. 360,000 compounds, 0.065% hits; in the data active = activation above about 50%; inconclusive = mostly about 30% to 49%; note: 0% is about no effect
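Unstimulated transgenic mouse T cells preincubated 60 min with compound, then stimulated with anti-CD3/anti-CD4-coated beads plus anti-CD28 for 18 h at 37 degrees C. IL-2 response read as EGFP and DsRed fluorescence by plate cytometry.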
D3 antag – antagonists of human D3 dopamine receptor | P35462 | D3R cells, DiscoveRx beta-arrestin luminescence, antagonist mode; hits give low values | max response, negative = inhibition, % | 360,000 compounds, 2.5% hits; in the data active = max response below about -50%; inconclusive = no clear call, values can overlap the other calls; note: % is set by controls: 0 for no effect and ±100 for the full control effect; mostly tested at two doses, the higher about 12 µM
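Cells plated overnight at 1500 cells/well, then exposed to library compounds with dopamine controls for 90 minutes at 37 degrees C. DiscoveRx reagent added for 30–60 minutes at room temperature; luminescence read, quantitative HTS format.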
GLP1R ag – GLP-1 receptor (human) agonism. Potency, µM (top dose mostly 45.6 µM), for the others: at the highest dose activation, hits mostly activators. P43220. 380,000 compounds, 0.007% hits. AID 624172. HEK293 GLP-1R CRE-luciferase, luminescence, 4-6 h; cells express a hypersensitive GLP-1R form; note: potency is the fitted concentration of half-maximal effect; % of control where 0% means no effect
GLP1R inv ag – acts as inverse agonist at human GLP-1 receptor | HEK293 GLP-1R CRE-luciferase, luminescence, 24 h; GLP-1R form is constitutively active | Potency, µM (top dose mostly 38.3 µM), inactives show at the top dose activity change, negative = inhibition, most hits filed as inhibitors | 410,000 compounds, 1.6% hits | AID 624417; note: potency is the fitted concentration of half-maximal effect; % is set by controls: 0 for no effect and ±100 for the full control effect; nearly all actives have a fitted effect of over 55% in size
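GLP-1R inverse agonism mode: basal reporter luminescence in engineered HEK293 cells measured after one day of compound exposure at 37 deg C, with a 12 min room-temperature detection step.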
WRN inhibitor – inhibitors of human WRN helicase. Potency, µM (top dose mostly 114 µM), inactives show at the highest dose activity change, negative = inhibition, hits mostly inhibitors. 360,000 compounds, 0.46% hits. Q14191. WRN helicase unwinding, fluorescent forked duplex, kinetic. AID 651768; note: potency is the fitted concentration of half-maximal effect; % is set by controls: 0 for no effect and ±100 for the full control effect; nearly all actives have a fitted effect of over 55% in size
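WRN at 20 nM final preincubated with compound 15 min at room temperature; reaction started with 100 nM fluorophore/quencher forked duplex oligonucleotide and 2 mM ATP final. Unwinding followed kinetically by red fluorescence (ex 525, em 598 nm).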
* marks the source's active call; other numbers are inactive results; ? = inconclusive; / = no result given; [ ] = dose if it differs, or a comment. Unless noted, calls come from the whole dose curve; as a rule, active = well fitted curve in the direction sought with a large enough effect; inconclusive = small, poorly fitted or top-dose-only effect, or another doubt; inactive = no such curve, though single readings can be large; an effect the other way counts as inactive or inconclusive. This is a random part of the collection; overall some 7.8% were active at least once.

SMILES	PLK1 PBD inh	DRD3 agonist	PI5P4K alpha inh	HEK293 tox	IL-2 act	D3 antag	GLP1R ag	GLP1R inv ag	WRN inhibitor
O=C(c1ccc(=O)[nH]c1)N(c1ccccc1)C(CCc1ccccc1)c1nc2ccccc2[nH]1 (stereo not given)	-1%	-5	3	-9%	1.4	4	4%	11%	-3%
COc1ccc(C(=O)COC(=O)c2ccc([N+](=O)[O-])s2)cc1OC	-12%	-3	3	1%	0.1	-22	4%	40%[activator]	21%
COc1cc(-c2nnc(SCc3cc(=O)oc4cc(C)ccc34)o2)cc(OC)c1OC	-4%	-1	-5	-8%	-3.3	15	16%	43%[activator]	-2%
Cc1[nH]n(-c2ccccc2)c(=O)c1/C=N/O	-18%	-9	/	-19%	0.5	4	-4%	0%	-5%
COc1ccc(CN2CCN(CC=C(C)C)C(CCO)C2)cc1Cn1cncn1 (stereo not given)	-19%	-9	3	12%	-0.5	-24	3%	-13%	?
O=c1c2sc3nc(N4CCOCC4)c4c(c3c2ncn1CCc1ccccc1)CCCC4	1%	5	19	7%	0.0	19	0%	4%	1%
COC(=O)c1cc2nc(-c3ccc(OC)c(OC)c3)cc(C(F)(F)F)n2n1	1%	0	-1	13%	0.6	-70*	0%	18%	-5%
CC1(C)Cc2cccc(OCC(=O)OCc3nnc(-c4ccccc4)o3)c2O1	-9%	-7	2	-2%	0.3	?	-21%	0%	-3%
Cn1c(Cc2ccccc2)nnc1SCC(=O)Nc1ccccc1N1CCOCC1	-4%	-4	3	-11%	-0.4	-5	-2%	10%	-2%
Cc1[nH]n(-c2ccccc2)c(=O)c1N=Nc1ccc2c(c1)OCO2	-1%	9	-3	0%	0.7	16	0%	18%	-6%
CC1(C)Cc2c(C#N)c(N)n(-c3ccccc3)c(=S)c2CO1	11µM*	5	0	-6%	-0.6	12	6%	14%	0%
COc1cc(NC(=O)c2cc3ccccc3cc2OC)ccc1NC(=O)c1cccs1	-14%	6	6	72%[activator]	-3.5	72	0%	?	-9%
Cc1ccc(CSCc2nnc(SCC(=O)N3CCN(c4ccccc4)CC3)n2C)cc1	-1%	-1	3	16%	-0.4	-7	0%	7.9µM*	-7%
CSCCC(NC(=O)c1ccccc1)C(=O)NNC(=O)c1csc(N2CCOCC2)n1 (stereo not given)	-3%	-12	-5	-10%	-2.7	-12	-3%	18%	0%
Nc1c(C(=O)Nc2ccc(S(=O)(=O)N3CCCC3)cc2)sc2nc3cc4c(cc3cc12)CCC4	-25%	-4	?	-25%	18	18	8%	36%[activator]	-1%
COc1ccc(NS(=O)(=O)c2cccc(C(=O)NNC(=O)c3cc(S(N)(=O)=O)ccc3OC)c2)cc1	-14%	-6	5	18%	-0.7	-17	3%	25%	-15%
CCOC(=O)C1CCN(CC(C)(C)NS(=O)(=O)c2ccc(C)cc2)CC1	-15%	-15	2	-17%	-0.8	10	3%	?	-17%
CCOc1ccc(S(=O)(=O)N2CCC(C(=O)NCC3CCCO3)CC2)cc1Cl (stereo not given)	-14%	7	2	-1%	1.5	2	16%	8%	4%[57.1 µM]
COc1ccccc1NCCC(=O)OCC(=O)NC1CCCCCC1	-1%	-4	-8	5%	0.5	15	1%	1%	2%
CN(C)c1ccc(-c2nc3cnccn3c2Nc2cccc(C(F)(F)F)c2)cc1	/	9	/	25%	/	/	0%	13%	/

Ordered by length of the SMILES (ascending): some entries from above
SMILES	PLK1 PBD inh	DRD3 agonist	PI5P4K alpha inh	HEK293 tox	IL-2 act	D3 antag	GLP1R ag	GLP1R inv ag	WRN inhibitor
Cc1[nH]n(-c2ccccc2)c(=O)c1N=Nc1ccc2c(c1)OCO2	-1%	9	-3	0%	0.7	16	0%	18%	-6%
CCOC(=O)C1CCN(CC(C)(C)NS(=O)(=O)c2ccc(C)cc2)CC1	-15%	-15	2	-17%	-0.8	10	3%	?	-17%
COC(=O)c1cc2nc(-c3ccc(OC)c(OC)c3)cc(C(F)(F)F)n2n1	1%	0	-1	13%	0.6	-70*	0%	18%	-5%

(next part)
SMILES	PLK1 PBD inh	DRD3 agonist	PI5P4K alpha inh	HEK293 tox	IL-2 act	D3 antag	GLP1R ag	GLP1R inv ag	WRN inhibitor
O=C(COC(=O)CCSc1ccc(Cl)cc1)NCc1ccco1	-11%	-40	3	-6%	-1.2	-11	0%	13%	-3%
COc1ccc(-c2cc(C(=O)Nc3cc(OC)c(OC)c(OC)c3)[nH]n2)c(C)c1	-2%	-6	4	-1%	-0.3	-2	-1%	-14%	-9%
COc1ccc(OC)c(NC(=O)CCCCCn2nnc3ccccc3c2=O)c1	-11%	-3	-4	-8%	-0.4	7	11%	4%	-7%
CCC(C)NC(=O)COC(=O)c1ccc(Cl)cc1O (stereo not given)	-14%	0	-1	2%	-3.1	-4	11%	10%	-2%
COCCOC(=O)c1c(C)oc2ccc(OCC=C(C)C)cc12	-4%	11	/	19%	0.6	39	11%	0%	-5%
Cn1c(CCC(=O)Nc2cc(S(C)(=O)=O)ccc2Cl)nc2cc(S(=O)(=O)N3CCOCC3)ccc21	?	-11	-1	14%	-4.7	-4	-8%	15%	-11%
COc1ccc(NS(=O)(=O)c2ccc3oc(SC(C)C(N)=O)nc3c2)cc1 (stereo not given)	-9%	-11	-7	4%	-4.0	9	4%	-2%	-17%
Cc1cc(NCCO)c2ccccc2n1	-3%	-2	-7	10%	2.0	-13	-10%	5%	-17%
O=C(O)c1ccc(Cl)c(S(=O)(=O)N2CCCC2)c1	-1%	5	?	-1%	-0.8	4	-4%	5%	-6%
COC(=O)c1c(N)sc(C(C)=O)c1C	-2%	2	7	4%	0.0	-17	4%	7%	1%
Cc1ccc(-c2nn3c(C)nnc3s2)cc1NC(=O)C(C)C	3%	0	2	1%	-1.6	1	-9%	8%	4%
Cc1cccc(C)c1NC(=O)CN1CCN(C(=O)CNC(=O)c2ccc(-c3ccccc3)cc2)CC1	-9%	-2	0	-14%	-3.6	-2	0%	?	-5%
O=C1C2C3C=CC(C3)C2C(=O)N1c1cccnc1 (stereo not given)	-3%	0	/	7%	0.4	11	1%	-10%	-6%
CC(C)C[C@H](N)c1cn([C@@H](Cc2ccc(O)cc2)C(=O)N2CCNCC2)nn1	2%	4	6	-2%	0.2	0	-1%	19%	0%
CC(NCc1ccc(OCc2ccc(Cl)cc2)cc1)C(O)c1ccccc1 (stereo not given)	-5%	-4	20	?	-2.1	0	9%	10µM*	-15%
Cn1c(=O)c2c(SCc3c(F)cccc3Cl)nc(CC(C)(C)C)nc2n(C)c1=O	-8%	1	2	1%	-1.4	11	-1%	1%	-1%
CSc1ncccc1C(=O)OCC(=O)N(C)C1CCS(=O)(=O)C1 (stereo not given)	-9%	3	8	4%	0.7	?	-8%	4%	4%
Cc1cc(-c2nnc(SCC(=O)Nc3ccc(S(N)(=O)=O)cc3)n2N)n[nH]1	-21%	4	-2	0%	-3.0	-9	0%	2%	2%
O=C(O)C1C2C=CC(C2)C1C(=O)NCc1ccccc1F (stereo not given)	-14%	4	1	-4%	-2.0	11	1%	-2%	14%
N#CC1(NC(=O)COC(=O)c2cccc(-n3cnnn3)c2)CCCCC1	-7%	-13	-5	15%	-1.1	-11	1%	-3%	-7%
CCc1ccc(C(O)(c2ccccc2OC)C(CN2CCOCC2)c2ccccc2)cc1 (stereo not given)	-12%	-2	5	8%	0.9	13	5%	?	-9%
CC(CNC(=O)c1ccccc1Cl)NC(=O)c1ccccc1Cl (stereo not given)	-9%	-5	3	2%	-0.7	5	6%	9%	-5%
CCn1c(=O)c(C(=O)CN(C)Cc2ccc(F)cc2)c(N)n(Cc2ccccc2)c1=O	-3%	-1	7	-17%	-0.9	9	-1%	8.9µM*	-6%
Cc1cccc(C(=O)NC2CCN(CC(=O)Nc3ccc4c(c3)OCO4)CC2)c1	-7%	1	3	13%	-3.1	7	0%	-14%	-5%
CCCC1(CCC)NC(=O)N(CC(=O)Nc2ccc(Cl)c(S(=O)(=O)N3CCOCC3)c2)C1=O	3%	1	-5	-16%	-0.9	23	-2%	44%[activator]	-11%
CCCC(=O)N/C(N)=N/c1nc2ccccc2o1	3%	2	-4	-12%	11	13	7%	?	-8%
CC(/C=C\c1ccccc1)=C/C(=O)O	5%	4	-5	-2%	-0.7	-3	-2%	13%	-7%
c1ccc(-c2ccccc2-c2nc(-c3ccncc3)no2)cc1	-21%	6	6	70%[activator]	0.9	8	23%	?	0%
Cc1nc(Cl)c2oc3ccccc3c2n1	-13%	1	1	?	3.0	0	3%	10%	23%
O=c1nc(N2CCOCC2)ccn1-c1nc(-c2ccccc2)oc1-c1ccccc1	-5%	10	/	-2%	0.2	-10	0%	45%[activator]	13%
OC(c1cccc(Cl)c1)c1nc(-c2ccc(F)c(Cl)c2)cs1 (stereo not given)	-9%	6	31	-3%	0.9	5	1%	?	-1%
CCNC(=O)C1CCCN(C(=O)c2cnc3ccccc3n2)CC1 (stereo not given)	-2%	1	-1	2%	0.3	-13	0%	23%	2%
O=C(CCc1ccccn1)N1CCCC(Nc2ccc(F)cc2)C1 (stereo not given)	-24%	-3	4	8%	0.4	-21	-2%	3%	-1%
Cc1ccc(C(=O)N2CCCC2)cc1S(=O)(=O)N1CCCCC1	1%	4	-19	-1%	1.8	8	-2%	12%	-4%
C#CCOCCOCCOCCNc1nc(N2CCN(C(=O)CCCCCCCCCCNC(=O)[C@H](CCCCN)n3cc(CCCC(=O)O)nn3)CC2)nc(N2CCN(C(=O)CCCCCCCCCCNC(=O)[C@H](CCCN=C(N)N)n3cc(C[C@@H](C)CC)nn3)CC2)n1	-9%	-17	?	?	1.2	-8	6%	?	?
CCN1CCN(C(=O)c2[nH]c3ccc(OC)cc3c2C)CC1	-14%	-4	-4	2%	2.4	-15	4%	5%	2%

Assay outcomes from PubChem.
